Screens from PubChem BioAssay.
KDM5B inhibitor: Primary screen for KDM5B Histone Demethylases FDH-coupled qHTS; Lysine-specific demethylase 5B (Homo sapiens), Q9UGL1; KDM5B demethylase, FDH-coupled NADH fluorescence (FDH is formaldehyde dehydrogenase); Potency, µM (top dose mostly 57.7 µM), inactives show at the highest dose activity change, negative = inhibition, most hits filed as inhibitors; hit rate 2.6% among 220,000; active means well fitted inhibition curve with a large enough effect; inconclusive means small, poorly fitted or top-dose-only effect; inactive means no such curve, though single readings can be large or run the other way; further: 0% is about no effect; nearly all actives have a fitted effect of over 70% in size
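Inhibition is measured as reduced NADH fluorescence generation from FDH coupling to formaldehyde release. Truncated KDM5BΔAP at 200 nM final acts on H3K4me3 peptide (12.5 µM in substrate mix) in pH 7.5 HEPES buffer with Tween-20, 30 min, room temperature.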
Numbers without * were called inactive; i = inactive; ? = inconclusive; & = joins results of further samples; [ ] = another dose, or the depositor's remark. Potency means the concentration at half of the fitted maximal effect. This is a subset; the hit share may differ from the screen's.

SMILES	KDM5B inhibitor
O=C(CC(c1cccc([N+](=O)[O-])c1)c1c[nH]c2ccccc12)NCc1ccccc1 (stereo not drawn)	13%
c1ccc(-c2nc(N3CCCC3)c3ccccc3n2)nc1	7%
CN(C)CCNC(C(=O)O)c1c[nH]c2cc(F)ccc12 (stereo not drawn)	12%
Cc1onc(-c2ccccc2)c1NC(=O)N(CCC#N)Cc1cccs1	3%
CCN(Cc1ccccc1)S(=O)(=O)c1ccc2c(c1)CC(C)N2C(=O)C1CCC1 (stereo not drawn)	4%[11.5 µM]
c1cc(-c2nnc([C@H]3CCN(C4CCCCC4)C3)o2)ccn1	?
Cc1cnc(-c2cccnc2)n1CCN	?
CCCc1noc(-c2cn(C3CCN(C(=O)c4ccc(OC)cc4OC)CC3)nn2)n1	-16%
CC(C)CNC(=O)C(=O)Nc1cccc2[nH]ccc12	-4%
O=C(NCCN1CCN(C(=O)c2ccc(F)cc2)CC1)c1ccc(F)cc1	-2%

The list goes on; it opens with the 4 that closed the last part.
SMILES	KDM5B inhibitor
Cc1cnc(-c2cccnc2)n1CCN	?
CCCc1noc(-c2cn(C3CCN(C(=O)c4ccc(OC)cc4OC)CC3)nn2)n1	-16%
CC(C)CNC(=O)C(=O)Nc1cccc2[nH]ccc12	-4%
O=C(NCCN1CCN(C(=O)c2ccc(F)cc2)CC1)c1ccc(F)cc1	-2%
N#Cc1ccc(CN2CC[C@H](c3nnc(-c4ccccc4)o3)C2)cc1	-21%[86.2 µM]
Cc1ccc2oc(C(=O)NCC3(N(C)C)CCCCCC3)cc(=O)c2c1	15%
O=C(Nc1ccccc1F)C(c1ccccc1)c1ccccc1	19%
O=C(Nc1cc(F)ccc1F)N1CC(c2noc(-c3ccccc3)n2)C1	17%
O=c1onc(-c2cccnc2)n1-c1ccccc1F	-6%
CCCn1nc(C(=O)OCc2nnc(-c3ccccc3)o2)c2ccccc2c1=O	6%
COc1ccc(C(=O)N/N=C/c2ccc(OC)c(COc3c(F)c(F)cc(F)c3F)c2)cc1	?
C(#CCN1CCN(C(c2ccccc2)c2ccccc2)CC1)COC(c1ccccc1)c1ccccc1	2%
CCC(C)NC(=O)Cc1csc(NC(=O)Nc2ccccc2)n1 (stereo not drawn)	4%
O=C(NCc1cccnc1)c1ccc2c(c1)N(Cc1ccccc1F)C(=O)c1ccccc1S2=O (stereo not drawn)	20%
O=C(CCc1ncc(-c2ccccc2)o1)Nc1ccc(OCc2ccccc2)cc1	20%
COc1ccc(-c2noc([C@@H]3CCCN3C(=O)CCc3ccccc3)n2)cc1OC	28µM*
COc1cccc(CCC(=O)NCCC2CCN(C(=O)Nc3ccc(F)cc3F)CC2)c1	26%
Cc1cccc(C(=O)N(C)C2CCN(CCc3ccccn3)CC2)c1	-19%
COc1cccc(CNC(=O)C2CCN(C(=O)N3CCOc4ccc(Cl)cc43)CC2)c1OC	-8%
Cc1ccccc1Oc1c(CCC(=O)N2CCSCC2)c(C)nn1-c1ccc(F)cc1	-5%
CCCS(=O)(=O)N1CC(=O)N(c2ccccc2C)C(C)(C(=O)NC2CCCC2)C1 (stereo not drawn)	?
CCC(=O)N1CCc2cc(CNC(=O)c3ccc(C#N)cc3)ccc21	-1%
COc1ccc(S(=O)(=O)N2CC[C@H]3NC(=O)N(c4ccc(Oc5ccccc5)cc4)C(=O)[C@H]32)cc1	7%
CCC1(C)Cc2nc(Cl)c(C#N)cc2CO1 (stereo not drawn)	20%
O=C(Nc1noc2ccccc12)c1ccc(F)cc1	-7%
Cc1nn(C(C)C(=O)Nc2cccc(F)c2)c(=O)c2c1sc1ccccc12 (stereo not drawn)	?
CCCNc1nc2c(c(=O)[nH]c(=O)n2C)n1CCO	-7%
Cc1ccc(Sc2nc(C)cs2)cc1	7%
Cc1noc(-c2cn(C3CCN(C(=O)Cc4cccc(F)c4)CC3)nn2)n1	8%
CCCCCCCCCCC(=O)N/N=C(/C)c1cccc(NC(=O)c2ccc(Cl)cc2Cl)c1	3%
COC(=O)c1[nH]c2ccc(F)cc2c1NC(=O)CCN1CCC(C(N)=O)CC1	-111%
COc1ccc(Cl)cc1NC(=O)COC(=O)c1[nH]c(C)c(C(C)=O)c1C	-2%
Cc1oc2cc(OC(=O)c3ccco3)ccc2c(=O)c1-c1ccccc1	-1%
O=c1c2c3c(sc2n(Cc2ccc(F)cc2Cl)c(=O)n1-c1ccc(Cl)cc1)CCC3	-2%

Part of the list above, as a markdown table:
| mol | KDM5B inhibitor |
| --- | --- |
| Cc1nn(C(C)C(=O)Nc2cccc(F)c2)c(=O)c2c1sc1ccccc12 (stereo not drawn) | ? |
| CCCNc1nc2c(c(=O)[nH]c(=O)n2C)n1CCO | -7% |

Further compounds follow:
SMILES	KDM5B inhibitor
Cc1ccc(C)c(-n2nnc(C(=O)NC(C)C)c2N)c1	-5%
CCn1c(=O)cc(SCC(=O)NCc2ccc(OC)cc2OC)c2ccccc21	?
O[C@@H]1[C@@H](Cn2cc(-c3cccnc3)nn2)C[C@@H](NC2CCOCC2)[C@@H]1O	-36%
O=C(NC1CCc2nn(CC3CC3)c(=O)n2CC1)c1ccc[nH]c1=O (stereo not drawn)	28µM*
CCCCn1c(=O)[nH]c(=O)c2c1nc(CSc1nnnn1CC(C)C)n2CC	-5%
CCN1CCN(C(=O)c2ccc3c(c2)N(Cc2ccccc2F)C(=O)c2ccccc2S3=O)CC1 (stereo not drawn)	-27%
CCC(=O)Nc1ccc(C(=O)CSc2nnc(C3CC3)n2Cc2ccccc2)cc1	-8%
O=C(O)CC1C(=O)NCCN1C1CCCC1 (stereo not drawn)	44%[activator]
C/C(=N\NC1=NCCN1)c1ccccc1	-20%
O=C(CSc1nncs1)N(Cc1ccc(F)cc1)C12CC3CC(CC(C3)C1)C2	-5%

Structures above with two or more sulfur atoms, in the order listed:
SMILES	KDM5B inhibitor
Cc1ccc(Sc2nc(C)cs2)cc1	7%
O=C(CSc1nncs1)N(Cc1ccc(F)cc1)C12CC3CC(CC(C3)C1)C2	-5%

Continued:
SMILES	KDM5B inhibitor
Cc1cc(C)c2nc(C)cc(Nc3ccc(C(=O)NCCO)cc3)c2c1	-19%
O=C(CC(c1ccccc1)c1ccccc1F)N1CCN(c2ccncc2)CC1 (stereo not drawn)	-21%
O=C(Cn1nc2c(cc1=O)CCCCC2)Nc1nnc(C2CCCCC2)s1	-7%
CCCc1c(C(=O)N2CCN(c3ccccc3OC)CC2)cnn1-c1ccccc1	16%
COc1cc(OC)c(OC)cc1CNC(=O)Cc1cccc(C(F)(F)F)c1	8%
CCOc1ccccc1N1CC(c2nc3ccccc3n2CCCCOc2ccccc2)CC1=O (stereo not drawn)	?
CC(C)Sc1ccccc1C(=O)O	-9%
C=CCNC(=O)c1coc(COc2ccc3c(c2)C(c2cccc(C)c2)N(C(=O)C2CC2)CC3)n1 (stereo not drawn)	-19%
O=C(c1ccc(Cn2cccn2)o1)N1CCn2nc(C(O)CO)cc2C1 (stereo not drawn)	25%
Cc1nc(C)c(C(=O)NCC2Cn3cccc3C(=O)N2CC(C)C)s1 (stereo not drawn)	-17%
CC(=O)Nc1ccc(NC(=O)c2cn(C)c3ccccc23)cc1	15%
CSc1ccc(Cl)c(C(=O)Oc2cccc(Cl)c2Cl)c1	10%
COc1ccc(C=O)cc1CSc1ccc(C)cc1	-15%
CC(NCCO)C(=O)C12CC3CC(CC(C3)C1)C2 (stereo not drawn)	21%
Cc1cc2nc3n(c(=O)c2n1CC(=O)Nc1ccc2c(c1)OCCO2)CCCC3	18%
CCN1CCC(N(Cc2cccc(OC)c2)C(=O)Nc2cccc(C)c2C)CC1	-11%
O=C1NC2(CCN(C(=O)Cc3ccccc3)C2)OCc2ccccc21 (stereo not drawn)	-3%[86.2 µM]
CCN(CC)S(=O)(=O)c1ccc2c(c1)N(CC(=O)Nc1cccc(C)c1C)C(=O)C1CCCN21 (stereo not drawn)	20%
COc1cccc(C(=O)N2CC[C@](O)(c3ccccc3)[C@H](N(C)C)C2)c1	-16%
CC1=C[C@@H](CNC(=O)CCC(=O)O)[C@H](C(C)C)C[C@H]1Cc1nc2ccc(F)cc2[nH]1	-11%[86.2 µM]
COc1ccc(CNC(=O)[C@@]23CCCC[C@H]2N(C)C(=O)CC3)c(OC)c1	-9%
COc1cc(OC)cc(-n2nc(C(=O)Nc3cc(OC)c(OC)c(OC)c3)c3ccccc3c2=O)c1	-5%
CCN(CC)S(=O)(=O)c1cccc(NC(=O)CC2CCCC2)c1	-8%
Cc1ccc(NC(=O)C2CCCN(S(=O)(=O)c3ccc4[nH]c(=O)oc4c3)C2)cc1 (stereo not drawn)	10%
COc1cc(OC)c(NC(=O)CCc2c(C)nc3c4c(C)cc(C)nc4nn3c2C)cc1Cl	?
O=C(COc1ccccc1)N1CC2CC(C1)[C@H]1CCCC(=O)N1C2 (stereo partly drawn)	0%
O=C1NCCCCCCN(C(=O)COc2ccc(F)cc2)[C@H]2CCCC[C@@H]12	-12%
COc1ccc(N(Cc2cccs2)C(=O)Cn2nnc(-c3cccc(OC)c3)n2)cc1	-2%
COc1ccc2cc(C(=O)NC3CCN(C4CC4)C3)c(C)nc2c1 (stereo not drawn)	?
COc1ccc(Cn2c(C3CCN(C(=O)c4ccc(F)c(F)c4)CC3)n[nH]c2=O)cc1	32%[activator]
Cc1ccccc1C(=O)N1CCC2(CC1)N=C(c1cccc(Br)c1)NO2	-8%
Cc1c2cnn(CC(=O)NCc3cccs3)c(=O)c2c(C)n1Cc1ccccc1	10%
COc1ccc(Cl)cc1NC(=O)CCC1CCCN(C(=O)CCCn2cncn2)C1 (stereo not drawn)	-12%
CCc1ccc(/C=C2/SC(=S)N(CCC(=O)NCCCN3CCOCC3)C2=O)cc1	-36%
CC(C)NC(=O)N1CCOC2(CCN(C(=O)Cc3ccc(O)cc3)CC2)C1	9%[115 µM]
Cc1cccc2sc(NC(=O)NC3CC(=O)N(c4ccc5c(c4)OCCO5)C3)nc12 (stereo not drawn)	2%
Cc1cccc(NC(=O)CC2(C(=O)O)CCCC2)c1C	-11%
CCC1(N2CCN(C(=O)c3cc(F)ccc3Cl)CC2)CCN(C(=O)NC)C1 (stereo not drawn)	-20%
Cc1ccc(S(=O)(=O)N[C@H]2CO[C@H]3[C@@H]2OC[C@@H]3Nc2nccc(C(C)(C)C)n2)cc1	?
CC(NC(=O)C1CCN(c2nc3ccccc3o2)CC1)c1ccccc1 (stereo not drawn)	22%
O=S1(=O)CCN(C2CCCCC2)c2c(F)nc(F)c(F)c21	?
C#CCNC(=O)c1nc(-c2ccc([S+](C)(=O)[O-])cc2)c2ccccn12	i
N#C/C(=C\c1cc(Br)c(O)c(Br)c1)c1nc2ccccc2c(=O)[nH]1	?
CCCCN(CC)C(=O)CSc1nc2n[nH]c(C)c2c(=N)n1-c1ccc(CC)cc1	?
Cc1cc(C)n(-c2nc3ccccc3nc2Nc2ccc(Cl)cc2)n1	-18%
COc1ccc(CNC(=O)C(c2ccccc2)c2ccccc2)cc1	10%
COc1ccccc1N1CCN(c2cc(C)nc3nc(-c4ccc(Cl)cc4)nn23)CC1	-5%
Cn1cccc1CN1CCCC2(C1)C(=NC1CCCCC1)NC(=O)N2c1cccnc1 (stereo not drawn)	-4%[115 µM]
COc1ccc(OCc2nc(C(=O)N3CCCC(C(C)(C)O)C3)co2)cc1 (stereo not drawn)	16%
CC(C)n1cc(NC(=O)c2ccc(F)cc2)cn1	26%

Compounds above that have bromine:
SMILES	KDM5B inhibitor
Cc1ccccc1C(=O)N1CCC2(CC1)N=C(c1cccc(Br)c1)NO2	-8%
N#C/C(=C\c1cc(Br)c(O)c(Br)c1)c1nc2ccccc2c(=O)[nH]1	?

Going on with the list:
SMILES	KDM5B inhibitor
CC(=O)Nc1ccc2c(c1)nc1n2[C@@H](CNCc2ccncc2F)COC1	-33%[86.2 µM]
O=C(Cn1c(-c2cccs2)cc2cc(F)ccc21)N1CCN(c2cccc(Cl)c2)CC1	?
CC(C)c1ccc(CN2CCCC(O)(CN3CCSCC3)C2=O)cc1 (stereo not drawn)	-11%
Cc1ccc2oc(=O)n(CCNC(=O)Nc3ccc(C)c(F)c3)c2c1	-12%&-10%
COc1cccc(-c2oc3ccc(C)cc3c(=O)c2O)c1	13%
CCOc1ccc(NC(=O)c2ccc3c(O)c(S(=O)(=O)c4ccc(Cl)cc4)c(=O)[nH]c3c2)cc1	-11%
CC(C)(c1ccc(Oc2ccc(C(=O)O)c(C(=O)O)c2)cc1)c1ccc(Oc2ccc(C(=O)O)c(C(=O)O)c2)cc1	-9%
Cc1nc(SCC(=O)N2CCCCCC2)c2c(=O)n(C)c(=O)n(CC(C)C)c2n1	6%
COc1ccc(CNC(=O)CS(=O)Cc2nc(-c3ccc(OC)c(OC)c3)oc2C)cc1 (stereo not drawn)	25%
CC1=NN(C(=O)c2ccccc2)C(O)(c2ccc(Br)cc2)C1 (stereo not drawn)	?
CCC(=O)N1c2ccc(S(=O)(=O)CCC(=O)NCc3ccc(OC)cc3)cc2CC1C (stereo not drawn)	?
Cc1cccc(NC(=O)C2CCN(C(=O)NC3CCCCC3)CC2)c1	35%
Cc1ccc(C)c(NC(=O)Cn2c(=O)n(Cc3ccc4c(c3)OCO4)c(=O)c3ccccc32)c1	-15%
CC(C)Cn1c(-c2csnn2)nc2c1c(=O)[nH]c(=O)n2CC(C)C	10%
COc1ccc(C(=O)CSc2nc3cc(C(=O)NC4CCCC4)ccc3c(=O)n2CC2CCCO2)cc1 (stereo not drawn)	1%
O=C(Nc1ccc(C23CC4CC(CC(C4)C2)C3)cc1)c1ccc(Br)cc1	-14%
